Lmaj promast – Leishmania major promastigote growth inhibition; Leishmania major promastigotes, resazurin fluorescence viability; inhibition, % at 10 µM; AID 1063; 200,000 tested, 9% active;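 note: promastigotes grown with compound for 44 hours at 28 °C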
DTT redox prof – compounds producing H2O2 with reducing agent – biochemical, NIH compound library profiling, artefact control for MLSCN library redox annotation, primary screen | activation, % at 10 µM | AID 878 | 200,000 tested, 0.03% active | DTT-dependent redox cycling H2O2, phenol red/HRP absorbance; 100% = 100 µM peroxide control, 0% = buffer;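 active = activation of at least 50% relative to the plate's high and low controls in the primary single-dose screen; inactive = activation below 50%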;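 note: compound incubated with DTT at 0.8 mM final as the reducing agent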
S1P3 antag – antagonists of human S1P3 receptor | Q99500 | CHO S1P3 NFAT-BLA reporter, FRET fluorescence, antagonist mode | inhibition, % at 4.98 µM | 170,000 tested, 0.27% active | AID 485;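 active = inhibition above the plate cutoff, the mean inhibition of test wells on that plate plus 3 SD, cut at about 28% in these data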;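 note: cells challenged with S1P at its EC80 of 0.8 µM; blue over green emission ratio from cleaved BLA substrate after 4 h stimulation; 0% = S1P-stimulated wells and 100% = unstimulated DMSO-only wells; some compounds past the cut are filed as inactive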
TLR4 MyD88 comp – TLR4-MyD88 interaction inhibition in cells; O00206+Q99836; HeLa CL3-4 TLR4/MyD88 BLA complementation, FRET ratio; inhibition, % at 8.4 µM; 200,000 tested, 0.18% active; AID 861; in the data active = inhibition above about 25%;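 note: 0% = vehicle and 100% = reference inhibitor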
Target sequence (O00206 whole entry, looked up): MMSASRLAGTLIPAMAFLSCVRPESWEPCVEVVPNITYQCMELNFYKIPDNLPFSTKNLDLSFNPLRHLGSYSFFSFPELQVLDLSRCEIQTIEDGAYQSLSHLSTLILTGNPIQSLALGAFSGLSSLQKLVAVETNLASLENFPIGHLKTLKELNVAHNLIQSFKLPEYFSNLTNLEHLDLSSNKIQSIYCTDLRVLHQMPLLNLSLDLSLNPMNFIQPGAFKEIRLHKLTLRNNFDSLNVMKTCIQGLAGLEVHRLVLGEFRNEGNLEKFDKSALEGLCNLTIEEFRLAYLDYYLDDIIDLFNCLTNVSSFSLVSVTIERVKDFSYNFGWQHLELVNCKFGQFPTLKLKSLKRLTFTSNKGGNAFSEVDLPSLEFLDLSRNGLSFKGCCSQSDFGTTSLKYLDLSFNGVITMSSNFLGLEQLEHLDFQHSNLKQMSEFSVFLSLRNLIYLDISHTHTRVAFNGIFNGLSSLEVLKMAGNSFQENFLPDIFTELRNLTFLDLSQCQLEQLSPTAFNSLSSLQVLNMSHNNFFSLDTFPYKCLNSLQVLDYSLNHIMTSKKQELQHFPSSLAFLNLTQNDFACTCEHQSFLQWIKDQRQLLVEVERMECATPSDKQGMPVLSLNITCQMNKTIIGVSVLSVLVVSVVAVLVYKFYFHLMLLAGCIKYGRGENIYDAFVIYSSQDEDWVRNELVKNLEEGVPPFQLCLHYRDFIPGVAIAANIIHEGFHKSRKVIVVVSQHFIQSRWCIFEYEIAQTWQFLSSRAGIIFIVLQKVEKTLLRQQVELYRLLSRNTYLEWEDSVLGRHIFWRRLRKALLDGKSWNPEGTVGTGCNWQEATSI
Target sequence (Q99836 whole entry, looked up): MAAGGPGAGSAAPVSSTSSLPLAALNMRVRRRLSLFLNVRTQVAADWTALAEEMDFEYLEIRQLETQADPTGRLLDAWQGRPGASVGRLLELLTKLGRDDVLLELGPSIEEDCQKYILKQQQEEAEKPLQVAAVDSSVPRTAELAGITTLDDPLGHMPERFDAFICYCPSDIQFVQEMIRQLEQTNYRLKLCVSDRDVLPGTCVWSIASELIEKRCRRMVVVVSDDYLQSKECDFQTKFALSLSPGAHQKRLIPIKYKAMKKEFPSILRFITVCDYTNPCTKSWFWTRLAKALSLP
PMI activator – phosphomannose isomerase (human) activation; 190,000 tested, 0.005% active; purified human PMI, coupled resazurin fluorescence, 20 min; stronger effect = higher value; 1 = vehicle control, 0 substrate-free wells; activation factor at 20 µM;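 active = activation factor of 2 or more at 20 µM, relative to plate controls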
Hsp70 activator – Hsp70 transcriptional activation, primary screen; HeLa Hsp70 promoter luciferase reporter, luminescence; scaled: vehicle 0, proteasome-inhibitor control 100%; activation, % at 10 µM; 200,000 tested, 0.04% active;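 active = activation above the mean across all tested compounds plus 3 SD, cutoff set per campaign, cut at about 5.5% in these data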;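 note: 100% = MG132 at 30 µM as the positive control and 0% = DMSO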
RAM network inh – inhibitors of the yeast RAM network. S. cerevisiae dse1pr::URA3 reporter, 5-FOA growth OD615, 2 d; analog-sensitive cbk1-as2 kinase mutant strain. AID 868. inhibition, % at 50 µM. 190,000 tested, 1.8% active;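 active = inhibition above a set limit, 3 SD over mean compound inhibition, cut at about 8.4% in these data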;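 note: 0% = DMSO-only wells with no growth and 100% = 10 µM 1-NA-PP1 full growth; inhibition rescues growth on 5-FOA so higher OD means more RAM inhibition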
Diaphorase act – diaphorase activation or chemical reduction counter-screen | 190,000 tested, 0.005% active | AID 1229 | Diaphorase/resazurin coupled assay, resorufin fluorescence, 16 min; stronger effect = higher value; 1 = vehicle wells, 0 = NADH-free wells | activation factor at 20 µM;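 active = diaphorase activity raised at least twofold by the compound at 20 µM; inactive = activation factor below 2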
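Material: purified diaphorase enzyme from Clostridium kluyveri / Medium: HEPES pH 7.4 buffer with MgCl2 and Tween 20 / Schedule: enzyme reaction of 16 min at room temperature / Measured by: resorufin fluorescence, excitation 544 nm, emission 590 nm / Evaluation: rise in resorufin formation, marking diaphorase activation or chemical reduction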
G6PDH counter – L. mesenteroides G6PDH inhibition counter-screen; Purified L. mesenteroides G6PDH, diaphorase/resazurin coupled fluorescence, 45 min; inhibition, % at 5 µM; 200,000 tested, 0.12% active
Diaph inh CS – counter-screen for diaphorase-based assays: diaphorase inhibitors and chemical oxidizers; diaphorase resazurin-to-resorufin fluorescence, NADH, 16 min; bacterial (C. kluyveri) enzyme, not human; AID 1217; 190,000 tested, 0.69% active; inhibition, % at 20 µM;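 active = primary screen inhibition at 20 µM above a set limit, cut at about 50% in these data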;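 note: plate controls were DMSO with full reaction for no effect and wells lacking NADH for full effect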
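Assay system – diaphorase enzyme from Clostridium kluyveri · Amount – diaphorase 0.14 U/mL (working solution) · Times – reaction incubation of 16 min at room temperature · Controls – No-NADH positive control and DMSO neutral control · Signal – resorufin fluorescence 544/590 nm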
PMI act hi M6P – PMI (human) activation, high substrate; P34949; coupled PMI enzyme assay, resazurin fluorescence, 20 min; stronger effect = higher value; 1 = untreated enzyme, 0 = substrate-free blank; activation factor at 20 µM; 190,000 tested, 0.34% active; AID 1216;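 active = activation factor of 2 or more at 20 µM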
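Test system: human phosphomannose isomerase with PGI, G6PDH, diaphorase coupling enzymes; Amount: PMI at 15 ng/mL final; Reagent: Mannose-6-phosphate 1.0 mM (near-saturating) plus 0.22 mM NADP+; Timing: 20 min, room temperature; Technique: resorufin fluorescence at Ex 544/Em 590 nm; Dosing: 20 µM single dose.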
* marks the source's active call; other numbers are inactive results. Cut-off read from the data, not from the text of the source, unless noted: active = inhibition above about 50%; inactive = the rest. Rows are unselected (roughly 12% active in at least one column).

How did NC(=O)CSc1nnc(-c2ccc(O)cc2)n1Cc1ccco1 do in these assays?
Lmaj promast: -6.0; DTT redox prof: 0.2; S1P3 antag: -20.6; TLR4 MyD88 comp: 8.4; PMI activator: 1.1; Hsp70 activator: 0.2; RAM network inh: 0.6; Diaphorase act: 1; G6PDH counter: 4.6; Diaph inh CS: 1.4; PMI act hi M6P: 1

Results for COc1ccc(OC)c(-n2c(C)nc3cc(C(=O)O)ccc32)c1 ?
Lmaj promast: -9.3; DTT redox prof: 2.3; S1P3 antag: -22.0; TLR4 MyD88 comp: 1.8; PMI activator: 1; Hsp70 activator: -0.3; RAM network inh: 1.7; Diaphorase act: 1; G6PDH counter: 4.4; Diaph inh CS: 4.9; PMI act hi M6P: 1

Results for Cc1c(CCC(C)C)c(=O)n2c([nH]c3ccccc32)c1C#N ?
Lmaj promast: 98.8*; DTT redox prof: 0.4; TLR4 MyD88 comp: 4.9; PMI activator: 0.8; Hsp70 activator: -0.1; RAM network inh: 0.5; Diaphorase act: 0.7; G6PDH counter: 27.7; Diaph inh CS: 26.4; PMI act hi M6P: 0.8

How did CC(C)=CC(=O)Nc1nnc(-c2cccnc2)s1 do in these assays?
Lmaj promast: 1.0; DTT redox prof: 1.2; S1P3 antag: -1.5; TLR4 MyD88 comp: -0.6; PMI activator: 1.1; Hsp70 activator: 0.0; RAM network inh: 1.6; Diaphorase act: 1; G6PDH counter: 3.6; Diaph inh CS: -1.8; PMI act hi M6P: 1.1

Results for O=c1c2c3c(sc2nc2n1CCC2)CCCCC3 ?
Lmaj promast: 12.3; DTT redox prof: -0.3; S1P3 antag: -18.9; TLR4 MyD88 comp: -2.6; PMI activator: 0.9; Hsp70 activator: -0.4; RAM network inh: -1.5; Diaphorase act: 1; G6PDH counter: 8.4; Diaph inh CS: 3.1; PMI act hi M6P: 1

Results for COc1cc(OC)c(C2=NOC(C(=O)N3CCc4ccccc4C3)C2)cc1Cl (stereo unspecified) ?
Lmaj promast: 2.1; DTT redox prof: 0.1; TLR4 MyD88 comp: 8.3; PMI activator: 0.9; Hsp70 activator: -0.2; RAM network inh: 4.0; Diaphorase act: 1; G6PDH counter: 5.1; Diaph inh CS: 2.9; PMI act hi M6P: 1

Results for COCCn1c(C)cc(C(=O)CSc2nc(C)cc(C)c2C#N)c1C ?
Lmaj promast: 3.1; DTT redox prof: 2.7; S1P3 antag: 17.7; TLR4 MyD88 comp: -7.3; PMI activator: 1; Hsp70 activator: -0.1; RAM network inh: 0.7; Diaphorase act: 0.9; G6PDH counter: -0.9; Diaph inh CS: 14.0; PMI act hi M6P: 1

What do the screens show for `COc1cccc(C2C3=C(CC(C)(C)CC3=O)Nc3cc(OC)c(OC)cc32)c1` (stereo unspecified)?
Lmaj promast: 2.7; DTT redox prof: 0.1; S1P3 antag: -4.9; TLR4 MyD88 comp: 10.4; PMI activator: 1.1; Hsp70 activator: -0.3; RAM network inh: 0.5; Diaphorase act: 1.1; G6PDH counter: -3.6; Diaph inh CS: -6.4; PMI act hi M6P: 1.1

How did COc1ccc(NC(=O)C=C(C)C)cc1Cl do in these assays?
Lmaj promast: -1.4; DTT redox prof: 15.7; S1P3 antag: 30.4; TLR4 MyD88 comp: -11.4; PMI activator: 1; Hsp70 activator: 0.4; RAM network inh: 0.3; Diaphorase act: 0.9; G6PDH counter: 8.1; Diaph inh CS: 6.2; PMI act hi M6P: 1

How did C[N+](C)(CC#N)C/C=C\c1ccccc1 do in these assays?
Lmaj promast: -0.8; DTT redox prof: -0.7; S1P3 antag: -14.4; TLR4 MyD88 comp: -6.6; PMI activator: 1; Hsp70 activator: -0.3; RAM network inh: 1.2; Diaphorase act: 0.9; G6PDH counter: 7.2; Diaph inh CS: 5.9; PMI act hi M6P: 1

What do the screens show for `O=C1C(Cl)=C(NCC2CCCO2)C(=O)N1c1cccc(Cl)c1Cl` (stereo unspecified)?
Lmaj promast: -6.8; DTT redox prof: -1.0; TLR4 MyD88 comp: 5.5; PMI activator: 1; Hsp70 activator: 0.1; RAM network inh: -0.7; Diaphorase act: 0.9; G6PDH counter: 2.3; Diaph inh CS: 11.0; PMI act hi M6P: 0.9

Results for CC1(c2ccccc2)CC(c2ccccc2)=Nc2nonc2N1 (stereo unspecified) ?
Lmaj promast: 16.4; DTT redox prof: 1.4; S1P3 antag: -28.7; TLR4 MyD88 comp: -10.4; PMI activator: 1; Hsp70 activator: 0.0; RAM network inh: -0.5; Diaphorase act: 0.9; G6PDH counter: 2.1; Diaph inh CS: 11.6; PMI act hi M6P: 0.9

Results for Cc1ccc(NC(=O)c2ccc(CSc3nccc(C)n3)cc2)cc1 ?
Lmaj promast: 1.0; DTT redox prof: -3.7; TLR4 MyD88 comp: -2.5; PMI activator: 1; Hsp70 activator: -0.2; RAM network inh: 2.8; Diaphorase act: 0.9; G6PDH counter: 0.5; Diaph inh CS: 12.9; PMI act hi M6P: 1.1

How did O=C(Nc1ccc(S(=O)(=O)Nc2ncccn2)cc1)c1ccco1 do in these assays?
Lmaj promast: -3.3; DTT redox prof: 0.6; TLR4 MyD88 comp: -18.2; PMI activator: 1.1; Hsp70 activator: -0.2; RAM network inh: 1.6; Diaphorase act: 1.1; G6PDH counter: 13.4; Diaph inh CS: -6.0; PMI act hi M6P: 1.1

Results for Cc1ccc(NC(=S)Nc2ccc(OC(F)F)c(Cl)c2)cc1Cl ?
Lmaj promast: 7.1; DTT redox prof: -0.3; S1P3 antag: 13.1; TLR4 MyD88 comp: -2.5; PMI activator: 1.1; Hsp70 activator: -0.1; RAM network inh: 2.7; Diaphorase act: 1; G6PDH counter: 3.6; Diaph inh CS: -1.1; PMI act hi M6P: 0.9

What do the screens show for `CCOC(=O)Cn1c(=N)n(CCOc2ccc(OC)cc2)c2ccccc21`?
Lmaj promast: -0.9; DTT redox prof: 0.0; TLR4 MyD88 comp: 2.7; PMI activator: 1; Hsp70 activator: -0.1; RAM network inh: 0.0; Diaphorase act: 0.9; G6PDH counter: -0.3; Diaph inh CS: 7.6; PMI act hi M6P: 1.1

What do the screens show for `O=C1c2cccc(OCC(=O)N3N=C(c4cccs4)CC3c3ccc(F)cc3)c2CCN1Cc1ccccc1` (stereo unspecified)?
Lmaj promast: 23.0; DTT redox prof: 3.8; S1P3 antag: -1.2; TLR4 MyD88 comp: -5.9; PMI activator: 0.9; Hsp70 activator: -0.2; RAM network inh: 9.9*; Diaphorase act: 0.9; G6PDH counter: -13.4; Diaph inh CS: 11.4; PMI act hi M6P: 0.9

How did CCOC(=O)C(NC(=O)N1CCCCC1)(c1ccccc1)C(F)(F)F (stereo unspecified) do in these assays?
Lmaj promast: 3.0; DTT redox prof: -0.1; S1P3 antag: -17.3; TLR4 MyD88 comp: 1.6; PMI activator: 1; Hsp70 activator: 0.0; RAM network inh: 1.9; Diaphorase act: 0.9; G6PDH counter: 3.1; Diaph inh CS: 11.0; PMI act hi M6P: 1

How did Cc1cc(C)nc(-n2nc(C)c3c(=O)[nH]c(C(F)(F)F)nc32)n1 do in these assays?
Lmaj promast: -2.6; DTT redox prof: -0.9; TLR4 MyD88 comp: 0.7; PMI activator: 1; Hsp70 activator: 0.0; RAM network inh: 1.1; Diaphorase act: 0.9; G6PDH counter: 20.6; Diaph inh CS: 11.6; PMI act hi M6P: 1

How did COc1ccc(-c2nnn(CC(=O)N(C3CCCCC3)C(C)C(=O)NC3CCCC3)n2)cc1OC (stereo unspecified) do in these assays?
Lmaj promast: 4.2; DTT redox prof: -1.8; S1P3 antag: -16.7; TLR4 MyD88 comp: -2.3; PMI activator: 1; Hsp70 activator: -0.1; RAM network inh: 1.6; Diaphorase act: 0.7; G6PDH counter: 10.4; Diaph inh CS: 26.7; PMI act hi M6P: 0.9

Results for CCn1c(CSc2nc3ccccc3n2C)nc2ccccc21 ?
Lmaj promast: -0.1; DTT redox prof: -2.3; S1P3 antag: -21.3; TLR4 MyD88 comp: 16.9; PMI activator: 1; Hsp70 activator: 0.0; RAM network inh: 2.1; Diaphorase act: 1; G6PDH counter: 6.4; Diaph inh CS: 2.1; PMI act hi M6P: 1

How did Cc1ccc(S(=O)(=O)Nc2nc3n(n2)C(c2ccc(Cl)cc2)CC(=O)N3)cc1 (stereo unspecified) do in these assays?
Lmaj promast: -9.1; DTT redox prof: 1.7; TLR4 MyD88 comp: 5.5; PMI activator: 1; Hsp70 activator: 0.2; RAM network inh: 7.6; Diaphorase act: 0.8; G6PDH counter: 0.5; Diaph inh CS: 15.4; PMI act hi M6P: 1

Results for CCOC(=O)Cc1csc(NC(=O)Cc2ccc([N+](=O)[O-])cc2)n1 ?
Lmaj promast: -0.6; DTT redox prof: -0.1; S1P3 antag: 3.1; TLR4 MyD88 comp: -12.5; PMI activator: 1; Hsp70 activator: -0.2; RAM network inh: -0.6; Diaphorase act: 0.9; G6PDH counter: -1.5; Diaph inh CS: 7.5; PMI act hi M6P: 1.1

How did c1ccc(OCc2nc3ccccc3[nH]2)cc1 do in these assays?
Lmaj promast: 27.6; DTT redox prof: -0.3; S1P3 antag: 6.8; TLR4 MyD88 comp: 2.1; PMI activator: 0.9; Hsp70 activator: -0.1; RAM network inh: 1.7; Diaphorase act: 1; G6PDH counter: -6.3; Diaph inh CS: 1.3; PMI act hi M6P: 0.9

What do the screens show for `CCOC(=O)C1CCCN(C(=O)c2cn(CC)c(=O)c3cc(OC)c(OC)cc23)C1` (stereo unspecified)?
Lmaj promast: 0.7; DTT redox prof: -1.8; TLR4 MyD88 comp: 0.2; PMI activator: 1; Hsp70 activator: -0.2; RAM network inh: 2.0; Diaphorase act: 0.9; G6PDH counter: 0.9; Diaph inh CS: 14.4; PMI act hi M6P: 1

Results for COc1ccc(OCC(=O)N2CCN(S(=O)(=O)c3ccccc3[N+](=O)[O-])CC2)cc1 ?
Lmaj promast: 7.5; DTT redox prof: -0.2; S1P3 antag: -0.8; TLR4 MyD88 comp: 0.9; PMI activator: 1; Hsp70 activator: 0.0; RAM network inh: 3.7; Diaphorase act: 0.9; G6PDH counter: -2.7; Diaph inh CS: 7.5; PMI act hi M6P: 1
